SKKanGAS inh = S. pyogenes SKKanGAS growth inhibitors in kanamycin, primary screen, streptokinase expression inhibitor project, SKKanGAS strain, BacTiter-Glo luminescence; 6 h; inhibition, % at 7.5 µM; 300,000 compounds, 1.3% hits; AID 1662, 2009;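 active = mean replicate score, as percent of positive control median, at least 50; inconclusive = mean below 50 but one replicate at or above 50; inactive = mean and every replicate below 50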;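 note: strain carries kanamycin resistance gene driven by streptokinase promoter and grows in 40 µg/ml kanamycin; loss of luminescence reflects streptokinase promoter inhibition or plain growth inhibition; 0% = median of DMSO wells and 100% = positive control at its reference dose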
ANO1 activ = TMEM16A chloride channel activators or potentiators, primary screen, cell-based, HTS. AID 623877, 2012. HEK293 TMEM16A/YFP-H148Q/I152L, iodide quench fluorescence; stronger effect = lower value. 340,000 compounds, 0.3% hits. B-score at 10 µM;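 active = fluorescence-ratio B-score plate-corrected deviation score at least 3 library SD below zero, with starting fluorescence score within 5 deviations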;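 note: channel opened by trigger with iodide after compound preincubation; score built on the fluorescence ratio of max minus min over baseline; more negative score means more quench and so TMEM16A activation or potentiation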
MrgX1 PAM = positive allosteric modulators of MrgX1, primary screen, HEK293 cells, Fluo-4 calcium flux | FDSS; stronger effect = higher value | B-score at 10 µM | 310,000 compounds, 0.63% hits;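 active = plate-corrected calcium response at least 3 library SD above typical, normal starting fluorescence, not activating the receptor alone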;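 note: compound read alongside a low EC10 to EC30 dose of BAM8-22 agonist; peak minus trough fluorescence over baseline measured at the second addition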
RGS4 act = RGS4 potentiators or activators, primary screen, cell-based, HEK293 M3R inducible RGS4, calcium flux; carbachol calcium flux Fluo4; stronger effect = lower value; B-score at 10 µM; 310,000 compounds, 0.92% hits;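 active = B-score of the integrated calcium signal more than 4 SD below the library mean, with starting fluorescence not abnormally high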;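 note: negative B-score means reduced calcium response which marks RGS4 activation or potentiation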
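Assay system: Inducible-RGS4 HEK293 cells carrying M3 receptor | Schedule: Compound preincubation 20 min at room temperature before agonist | Signal: Kinetic calcium fluorescence imaging with Fluo4-AM dye, 2 µM | Read-out basis: B score from integrated fluorescence ratio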
MrgX1 antag = antagonists of human MrgX1 receptor, primary screen, HEK293 cells, Fluo-4 calcium flux; B-score at 10 µM; BAM8-22 antagonism; stronger effect = lower value; Mas-related G-protein coupled receptor member X1 (Homo sapiens), Q96LB2; AID 588676, 2011; 310,000 compounds, 1.3% hits;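 active = calcium-response B-score plate-corrected more than 3 library SD below zero, starting fluorescence within 5 deviations, no agonist response on first addition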;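 note: peak minus trough fluorescence over baseline after final BAM8-22 challenge near maximal dose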
MrgX1 ag = agonists of human MrgX1 receptor, primary screen, HEK293 cells, Fluo-4 calcium flux | B-score at 10 µM | Fluo-4 calcium fluorescence, agonist mode; stronger effect = higher value | 310,000 compounds, 0.44% hits;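 active = calcium response B-score plate-corrected fluorescence ratio at least 3 library SD, with starting fluorescence B-score inside 5 SD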
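System: HEK293 cells stably expressing human MrgX1 receptor; Dosing: test compound in the initial addition of three; Schedule: overnight plating, then 30 min 37 °C plus 30 min room-temperature dye loading; Detection: kinetic calcium dye fluorescence, Fluo-4 NW; Controls: per-plate positive and negative controls for Z′ factor.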
RGS4 block = RGS4 inhibitors, primary screen, cell-based, HEK293 M3R inducible RGS4, calcium flux. Fluo-4 calcium flux; stronger effect = higher value; triggered by carbachol at its EC20. B-score at 10 µM. 310,000 compounds, 0.45% hits;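 active = B-score, a plate-corrected calcium signal, over three deviations above library mean, with baseline fluorescence within five deviations of library mean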;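 note: RGS4 expression induced by doxycycline in cells with stable M3 receptor; B-score is computed from the integrated fluorescence ratio over baseline after carbachol; higher B-score means a larger calcium signal and so more RGS4 inhibition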
TRPC6 inhibitor = mouse TRPC6 channel inhibitors, primary screen, cell-based, HEK293, membrane potential dye; 310,000 compounds, 1.1% hits; AID 2553, 2010; ACh-evoked depolarization; stronger effect = lower value; B-score at 10 µM;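 active = B-score under library mean minus 3 SD, initial fluorescence not abnormally high, positive integrated signal ratio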;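 note: B-score derived from integrated fluorescence ratio over the kinetic read; more negative B-score means stronger inhibition of depolarization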
Target sequence (Q61143 whole entry, looked up): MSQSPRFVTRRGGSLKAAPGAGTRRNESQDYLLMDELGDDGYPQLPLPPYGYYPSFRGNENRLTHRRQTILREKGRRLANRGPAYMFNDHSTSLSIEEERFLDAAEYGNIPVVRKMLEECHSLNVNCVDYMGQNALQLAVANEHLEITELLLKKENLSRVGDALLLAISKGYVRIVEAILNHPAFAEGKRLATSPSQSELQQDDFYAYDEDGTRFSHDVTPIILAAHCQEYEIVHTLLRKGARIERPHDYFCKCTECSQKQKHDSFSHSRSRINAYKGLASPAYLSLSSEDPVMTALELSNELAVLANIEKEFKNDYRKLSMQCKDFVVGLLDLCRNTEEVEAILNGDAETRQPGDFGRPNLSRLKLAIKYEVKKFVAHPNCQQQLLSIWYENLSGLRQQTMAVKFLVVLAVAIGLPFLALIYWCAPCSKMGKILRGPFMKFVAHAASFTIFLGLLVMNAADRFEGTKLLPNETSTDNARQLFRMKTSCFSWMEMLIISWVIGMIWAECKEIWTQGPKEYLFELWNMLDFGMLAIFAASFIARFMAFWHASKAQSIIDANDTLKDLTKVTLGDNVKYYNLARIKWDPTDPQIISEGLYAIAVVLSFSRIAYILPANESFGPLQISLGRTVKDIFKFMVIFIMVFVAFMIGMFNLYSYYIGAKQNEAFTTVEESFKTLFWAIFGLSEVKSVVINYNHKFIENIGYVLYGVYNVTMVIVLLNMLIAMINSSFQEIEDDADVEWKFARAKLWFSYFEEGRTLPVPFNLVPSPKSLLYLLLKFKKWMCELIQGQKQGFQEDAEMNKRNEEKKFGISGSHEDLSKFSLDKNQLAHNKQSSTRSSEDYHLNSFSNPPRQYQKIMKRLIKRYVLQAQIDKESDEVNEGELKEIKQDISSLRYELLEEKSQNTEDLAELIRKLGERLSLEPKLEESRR
HDAC3 inhib = HDAC3 deacetylase inhibitors, primary screen, biochemical, fluorescence, cell-free homogeneous; inhibition, % at 8.3 µM; recombinant HDAC3, fluorogenic peptide/trypsin coupled; Histone deacetylase 3 (Homo sapiens), O15379; 320,000 compounds, 0.15% hits; in the data active = inhibition above about 26%, passing the limit was not always enough; inconclusive = no clear call, values can overlap the other calls
TRPC6 activator = mouse TRPC6 channel activators, primary screen, cell-based, HEK293, membrane potential dye | 310,000 compounds, 0.13% hits | Short transient receptor potential channel 6 (Mus musculus), Q61143 | HEK293-TRPC6 membrane potential dye fluorescence; stronger effect = higher value | B-score at 10 µM | AID 2550, 2010;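 active = B-score of the integrated fluorescence ratio above library mean plus 3 SD, and starting fluorescence ratio within library mean plus 5 SD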;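 note: higher score means more depolarization so channel activation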
ANO1 block = TMEM16A chloride channel inhibitors, primary screen, cell-based, HTS | 310,000 compounds, 1.2% hits | normalized B-score (activity score, 25-100; higher = stronger inhibition) at 10 µM | Anoctamin-1 (Mus musculus), Q8BHY3 | HEK293 TMEM16A/YFP iodide influx fluorescence, ionomycin;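 active = ratio plate-corrected score three or more library SD toward inhibition, starting fluorescence score within five deviations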;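 note: score derived from kinetic fluorescence span divided by baseline fluorescence per well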
* hit, by the source's call; i = inactive; ? = inconclusive; · = not tested or not shown. An excerpt; rates above refer to the full screens.

SMILES	SKKanGAS inh	ANO1 activ	MrgX1 PAM	RGS4 act	MrgX1 antag	MrgX1 ag	RGS4 block	TRPC6 inhibitor	HDAC3 inhib	TRPC6 activator	ANO1 block
Nc1ccc(C2(c3ccc(N)cc3)CN3CCC2CC3)cc1	-3	i	i	i	i	i	i	i	-2	i	i
Cc1ccc(-n2c(C)nc3ccccc3c2=O)c(C)c1	10	i	i	i	i	i	i	i	-7	i	i
Cc1nc2ccc(Cl)cc2c(-c2ccccc2)c1C(=O)O	-1	i	i	i	i	i	i	i	1	i	i
CCOc1ccccc1N1C(=O)NC(=O)C(CCc2ccncc2)(CCc2ccncc2)C1=O	-1	i	i	i	i	i	i	i	0	i	i
CN1[C@@H]2CC[C@H]1CC(OC1c3ccccc3CCc3ccccc31)C2 (some centres undefined)	·	i	i	·	i	i	·	·	-2	·	i
O=C1NC(=O)N(Cc2ccccc2Cl)C(=O)/C1=C/c1cccs1	-3	i	i	i	i	i	i	i	15	i	i
O=c1c2ccccc2[nH]c(=S)n1-c1ccc(Br)cc1	-6	i	i	i	i	i	i	i	0	i	i
CCCCCn1c(=O)c(C(=O)Nc2cccc(C)n2)c(O)c2ccccc21	-2	i	i	i	i	i	i	i	-2	i	i
COC(=O)C(O)(c1ccc(N(C)C(=O)c2ccc(Cl)c(Cl)c2)cc1)C(F)(F)F (centres undefined)	6	i	i	i	-7.8*	i	i	i	-2	i	i
CCOC(=O)C1(CCc2ccccc2)CCN(Cc2cccc3c2OCO3)CC1	8	i	i	-7.5*	i	i	i	i	5	i	i
CCCCN1C(=O)NC(=O)C2(Cc3c(nc4ccccn4c3=O)N3CCc4ccccc4C32)C1=O (centres undefined)	17	i	i	i	i	i	i	i	0	i	i
Cn1cc(C=C2C(=O)NC(=O)NC2=O)c2ccccc21	1	i	i	i	i	i	i	i	-2	i	i
CN1Cc2cccnc2N(C)Cc2cc(Cl)ccc21	4	i	i	i	i	i	i	i	-2	i	i
COc1ccc(C(CN(C)C)C2(O)CCCCC2)cc1 (centres undefined)	-1	i	i	i	i	i	i	i	1	i	i
C/C(=N\Nc1cccc2ccccc12)c1c(O)n(Cc2ccccc2)c(=O)[nH]c1=O	16	i	i	i	i	i	i	i	2	i	i
O=c1[nH]c(O)c(/C=C2/C=CC(c3cc(Cl)ccc3Cl)=N2)c(=O)[nH]1	-8	i	i	i	-7*	i	i	i	3	i	i
CCN1C[C@]2(COC)CC[C@H](OC)[C@@]34C5C[C@H]6C(=O)C5[C@](O)(C[C@H]6OC)[C@@](O)(C(OC)C23)[C@@H]14 (some centres undefined)	2	i	i	i	i	i	i	i	2	i	i
CCN(CC)C(=O)Cn1cc(/C=C2\C(=O)NC(=O)N(c3ccccc3F)C2=O)c2ccccc21	-1	i	i	i	i	27*	6.6*	i	1	i	i
CCCCCn1c(=O)c(C(=O)NCc2ccncc2)c(O)c2ccccc21	78*	i	i	i	i	i	i	i	-10	i	25*
OC(c1ccccc1)(c1ccccc1)C1CN2CCC1CC2 (centres undefined)	-11	i	i	-7.5*	i	i	i	-7.9*	-2	i	i
CCCCc1nc2ccccc2c(=O)n1-c1ccc(Cl)cc1[N+](=O)[O-]	3	i	i	i	i	i	i	i	0	i	i
C=CCn1c(O)c(C=NCCN2CCOCC2)c(=O)[nH]c1=S	15	i	i	i	i	i	i	i	2	i	i
C=CCn1c(O)c(C(CC)=Nc2ccc(NC(C)=O)cc2)c(=O)[nH]c1=O	-2	i	i	i	i	i	i	i	-5	i	i
CCOP(=O)(OCC)C(NC(=O)c1ccc(Cl)cc1)=C(Cl)Cl	-2	i	i	i	i	i	i	i	3	i	i
COc1cccc(C2C([N+](=O)[O-])=C(N)Oc3c2c(=O)oc2ccccc32)c1 (centres undefined)	5	i	i	i	i	i	i	i	9	i	i
Cn1c(O)c(/C=C2\C=c3ccccc3=NC2=O)c(=O)n(C)c1=O	-8	i	i	i	i	i	i	i	2	i	i
O=Cc1c(C(=O)O)n(Cc2ccccc2F)c2ccccc12	-1	i	i	i	i	i	i	i	3	i	i
CCOC(C(=O)OCC(O)CN(CC)CC)(c1ccccc1)c1ccccc1 (centres undefined)	6	i	i	i	i	i	i	i	4	i	i
O=Cc1cn(Cc2c(F)cccc2Cl)nc1-c1ccccc1	-5	i	i	i	i	i	i	i	-2	i	i
COc1ccc(C2=NCC(=S)Nc3ccc(Cl)cc32)cc1OC	1	i	i	i	i	i	i	i	0	i	i
C=CCn1c(O)c(C(C)=Nc2cccc(C(=O)O)c2)c(=O)[nH]c1=O	2	i	i	i	i	i	i	i	6	i	i
CN(C)S(=O)(=O)c1cccc(C(=O)N2CCC(C(=O)O)(c3ccccc3)CC2)c1	3	i	i	i	i	i	i	i	0	i	i
O=S(=O)(NC1CN2CCC1CC2)c1ccc(Cl)cc1 (centres undefined)	1	i	i	i	i	i	i	i	-4	i	i
COc1ccc(C(=O)N2CCOCC2)cc1S(=O)(=O)N1CCC(C)CC1	3	i	i	i	i	i	i	i	-1	i	i
CC(C)CC12CN3CCN(CC(C3)/C1=N/O)C2	1	i	i	i	i	i	i	i	-1	i	i
CCSP1(=S)N=C(N2CCOCC2)C(C#N)=C2CCCN21 (centres undefined)	-8	i	i	i	i	i	i	i	?	i	i
Fc1ccccc1N1CCN(Cc2c(F)cccc2F)CC1	-4	i	i	i	i	i	i	i	-6	i	i
CN1CCN(c2nc([N+](=O)[O-])nn2C)CC1	7	i	i	i	i	i	i	i	1	i	i
COc1ccc(C2SCC(=O)Nc3c2c(C)nn3-c2ccccc2)cc1 (centres undefined)	-9	i	i	i	i	i	i	i	-1	i	i
COc1ccc(NC(=O)c2cn(CCC#N)nc2-c2cccc(Br)c2)cc1	3	i	i	i	i	i	i	i	7	i	i
Cc1nccn1Cc1ccc(Cl)nc1	2	i	i	i	i	i	i	i	4	i	i
CN(C)C1=NP(N(C)C)(N(C)C)=NC(c2ccccc2)=N1	9	i	i	i	i	i	i	i	-7	i	i
O=C1NC(=O)C(=Cc2ccc(OCCOc3ccc([N+](=O)[O-])cc3)cc2)C(=O)N1	15	i	i	i	-4.8*	i	i	i	0	i	i
Cc1cc(NC(=O)COC(=O)c2c(C)nn(Cc3ccccc3Cl)c2Cl)no1	-7	i	i	i	i	i	i	i	1	i	i
O=C(COC(=O)Cc1ccccc1)Nc1nnc(-c2ccccc2)o1	22	i	i	i	i	i	i	i	2	i	i
CN1CCN(c2c[nH]c(=O)[nH]c2=O)CC1	-3	i	i	i	i	i	i	i	-11	i	i
CNC(C(=O)c1ccccc1)C(OC)c1cccc([N+](=O)[O-])c1 (centres undefined)	-1	i	i	i	i	i	i	i	-2	i	i
CCCCCCn1c(O)c(C=Nc2c(C)n(C)n(-c3ccccc3)c2=O)c(=O)[nH]c1=O	-11	i	i	i	i	i	i	i	-3	i	i
CCC1CCCCN1CC(=O)c1ccc(OC(F)F)cc1 (centres undefined)	-2	i	i	i	i	i	i	i	-3	i	i
CCc1ccccc1NC(=O)CSc1nnc([C@@H](N)Cc2c[nH]c3ccccc23)o1	2	i	i	i	i	i	i	i	-2	i	i
Cc1ccsc1C(=O)C1CCCN(Cc2cc3ccccc3o2)C1 (centres undefined)	0	i	i	i	i	i	i	i	6	i	i
Cc1ccc(-n2c(O)c(/C=N/N3CCCCC3c3cccnc3)c(=O)[nH]c2=S)cc1 (centres undefined)	-7	i	i	i	i	i	i	i	8	i	i
Cc1c(C(c2ccc(O)cc2)c2c(O)c3ccccc3oc2=O)c(=O)n(-c2ccccc2)n1C (centres undefined)	2	i	i	i	i	i	i	i	-6	i	i
COc1cc(/C=C/c2nc3ccccc3c(=O)n2-c2ccc(O)cc2)ccc1O	20	i	i	-8.2*	i	i	i	i	2	i	i
CCOC(=O)CC1=C(C(=O)OCC)C2(C(=O)N1)C(C(=O)OC)=C(N)Oc1ccccc12 (centres undefined)	-2	i	i	i	i	i	i	i	-5	i	i
COc1ccccc1OCCCn1cc(C(C)=O)c2ccccc21	-3	i	i	i	i	i	i	i	10	i	i
COc1ccc(-n2c(Cc3ccccc3)nc3ccccc3c2=O)cc1	24	i	i	i	i	i	i	i	1	i	i
CCn1cc(C(=O)N2CCC3(CC2)OCCO3)c(=O)c2cc(S(=O)(=O)N3CCCC3)ccc21	7	i	i	i	i	i	i	i	-3	i	i
CCC[N+]12CCC(CC1)C(C(O)(c1ccccc1)c1ccccc1)C2 (centres undefined)	6	i	i	i	i	i	i	i	-1	i	i
COc1ccc(CC2C(=O)NC(=O)N(c3ccccc3)C2=O)c(OC)c1 (centres undefined)	-13	i	i	i	i	i	i	i	-3	i	i

Following part.
SMILES	SKKanGAS inh	ANO1 activ	MrgX1 PAM	RGS4 act	MrgX1 antag	MrgX1 ag	RGS4 block	TRPC6 inhibitor	HDAC3 inhib	TRPC6 activator	ANO1 block
O=c1[nH]c(O)c(C=Nc2cccc(F)c2)c(=O)[nH]1	3	i	i	i	i	i	i	i	1	i	i
CN1CCN(Cc2cc(C(C)(C)C)c(O)c(C(C)(C)C)c2)CC1	-1	i	i	i	-5.2*	i	i	i	5	i	i
CCCOc1ccc(C(C)=O)cc1Cc1c(O)[nH]c(=S)[nH]c1=O	2	i	i	i	i	i	i	i	-6	i	i
CC/C(=N\N1CCCCC1)c1c(O)[nH]c(=O)[nH]c1=O	4	i	i	i	i	i	4.7*	i	-3	i	i
O=c1[nH]c(=S)n(C2CC2)c(O)c1C=NCc1cccnc1	0	·	i	i	i	i	i	i	6	i	i

Screening data (PubChem BioAssay)
